# CCT modulator – High-Throughput Screening for Modulators of Cytosolic Chaperonin Activity; activity change, % (concentration not given with the values), hits read low; actives 0.3% (n = 360,000); purified chaperonin ATPase assay, HTRF ADP detection, 30 min; in the data active = activity change below about -30%; note: % is set by controls: 0 for no effect and ±100 for the full control effect
#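 Nucleotide hydrolysis assay: TRiC at 20–40 nM final (set by batch activity) with 10 uM ATP, 30 min at 37 °C, in presence of 76 uM compound. Detection by competitive ADP HTRF, 30 min ambient.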
# EPAC1 antagonist – qHTS for Antagonist of cAMP-regulated guanine nucleotide exchange factor 3 (EPAC1): primary screen | Rap guanine nucleotide exchange factor 3 (Homo sapiens), O95398 | EPAC1 GEF assay, Rap1b-BODIPY-GDP exchange fluorescence | Potency, µM (series often up to 115 µM), for the others: top-dose activity change, negative = inhibition, hits mostly inhibitors | actives 0.14% (n = 360,000) | AID 720709, 2013;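 note: potency is the fitted concentration of half-maximal effect; plate controls were vehicle for no effect and positive control for full effect; nearly all actives have a fitted effect of over 50% in size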
# EPAC2 antagonist – qHTS for Antagonist of cAMP-regulated guanine nucleotide exchange factor 2 (EPAC2): primary screen; AID 720708, 2013; Rap guanine nucleotide exchange factor 4 (Homo sapiens), Q8WZA2; actives 0.18% (n = 360,000); EPAC2 GEF exchange of Rap1B-BODIPY-GDP, fluorescence; Potency, µM (highest dose often 114 µM), without a hit: at the highest dose activity, negative = inhibition, actives largely listed as inhibitors; note: potency is the fitted concentration of half-maximal effect; % is set by controls: 0 for no effect and ±100 for the full control effect; nearly all actives have a fitted effect of over 45% in size; many of its hits are not listed in these tables
# EPAC1 ag – qHTS for Agonist of cAMP-regulated guanine nucleotide exchange factor 3 (EPAC1): primary screen. Rap guanine nucleotide exchange factor 3 (Homo sapiens), O95398. EPAC1 agonist qHTS, biochemical assay; response scale: 100% = response to 6.5 mM cAMP. Potency, µM (top dose mostly 154 µM), for the others: at the top dose activation, hits mostly activators. actives 0.073% (n = 360,000). AID 720707, 2013; note: potency is the fitted concentration of half-maximal effect; nearly all actives have a fitted effect of over 60% in size
#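 Fluorescent GDP-exchange assay: 100 nM EPAC1 with 250 nM Rap1B preloaded with BODIPY-GDP and 50 uM GDP; compounds tested as concentration series, 5 min at room temperature, then read every 5 min for 30 min (ex 480/em 540 nm); normalized to 6.5 mM cAMP.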
# PLK1 PBD inh – qHTS for Inhibitors of PLK1-PDB (polo-like kinase 1 - polo-box domain): Primary Screen | AID 720504, 2013 | Plk1 PBD binding of FITC phosphopeptide, fluorescence polarization | Potency, µM, inactives show max response, negative = inhibition, actives largely listed as inhibitors | actives 2.8% (n = 360,000) | Serine/threonine-protein kinase PLK1 (Homo sapiens), P53350; note: potency is the fitted concentration of half-maximal effect; series mostly up to about 57 µM; % is set by controls: 0 for no effect and ±100 for the full control effect; nearly all actives have a fitted effect of over 65% in size
# Target sequence (P53350 whole entry, looked up, the tested form may be a part): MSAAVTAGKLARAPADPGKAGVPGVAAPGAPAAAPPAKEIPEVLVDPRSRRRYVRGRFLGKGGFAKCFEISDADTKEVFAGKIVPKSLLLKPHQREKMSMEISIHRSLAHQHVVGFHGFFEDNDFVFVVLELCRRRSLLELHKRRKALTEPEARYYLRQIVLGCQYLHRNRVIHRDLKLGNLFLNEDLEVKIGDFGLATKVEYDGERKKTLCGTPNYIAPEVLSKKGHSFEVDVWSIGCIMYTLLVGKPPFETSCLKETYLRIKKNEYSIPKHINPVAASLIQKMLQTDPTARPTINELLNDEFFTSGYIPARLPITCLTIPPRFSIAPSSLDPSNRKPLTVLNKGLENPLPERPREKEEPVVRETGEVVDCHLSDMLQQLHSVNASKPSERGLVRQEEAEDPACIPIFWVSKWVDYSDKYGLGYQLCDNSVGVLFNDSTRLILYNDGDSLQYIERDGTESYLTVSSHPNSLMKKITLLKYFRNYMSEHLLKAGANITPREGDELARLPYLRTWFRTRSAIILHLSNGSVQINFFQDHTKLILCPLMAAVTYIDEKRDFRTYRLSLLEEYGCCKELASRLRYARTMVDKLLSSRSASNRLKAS
# WRN helicase inh – qHTS for Inhibitors of WRN Helicase; Bifunctional 3'-5' exonuclease/ATP-dependent helicase WRN (Homo sapiens), Q14191; WRN helicase unwinding, fluorescent forked duplex, kinetic; Potency, µM (series often up to 114 µM), for inactives: at the highest dose activity change, negative = inhibition, hits mostly inhibitors; actives 0.46% (n = 360,000); AID 651768, 2012; note: potency is the fitted concentration of half-maximal effect; % is set by controls: 0 for no effect and ±100 for the full control effect; nearly all actives have a fitted effect of over 55% in size
#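 Fluorescence dequenching readout, ex 525 nm/em 598 nm, kinetic mode: forked duplex DNA (100 nM final) with adjacent fluorophore and quencher unwound by WRN (20 nM final) with 2 mM ATP. Compound preincubation 15 min, room temperature.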
# PI5P4K alpha inh – qHTS for Inhibitors of phosphatidylinositol 5-phosphate 4-kinase (PI5P4K); PI5P4Kalpha enzyme, ADP-Glo luminescence, 60 min; active compounds read low; max response, %; actives 1.2% (n = 330,000); active = max response of -50% or lower; inconclusive = between -30% and -50%; inactive = -30% or higher; note: value at the top dose of about 77 µM; % is set by controls: 0 for no effect and ±100 for the full control effect
# Target sequence (P48426 whole entry, looked up): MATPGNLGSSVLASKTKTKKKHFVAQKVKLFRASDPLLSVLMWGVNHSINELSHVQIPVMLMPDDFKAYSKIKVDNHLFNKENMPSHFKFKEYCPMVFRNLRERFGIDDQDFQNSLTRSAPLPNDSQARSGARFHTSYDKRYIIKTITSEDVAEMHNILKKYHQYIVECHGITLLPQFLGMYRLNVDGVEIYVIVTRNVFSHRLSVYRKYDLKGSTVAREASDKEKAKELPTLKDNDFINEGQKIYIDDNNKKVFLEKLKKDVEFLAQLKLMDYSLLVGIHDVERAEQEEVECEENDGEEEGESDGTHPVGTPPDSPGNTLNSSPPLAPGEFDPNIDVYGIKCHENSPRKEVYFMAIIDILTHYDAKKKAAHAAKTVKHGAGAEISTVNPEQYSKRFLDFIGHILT
#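 ADP-Glo luminescence end-point after a 60 min room-temperature kinase reaction. PI5P4Kalpha and substrate in HEPES pH 7.4 buffer with EGTA, 0.1% CHAPS and 5% DMSO; ATP at 5 microM final.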
# Mm-Cpn inhibitor – Inhibitors of TCP-1 ring complex (TRiC) of Methanococcus maripaludis (MmCpn): qHTS; purified Mm-Cpn ATPase, ADP Transcreener TR-FRET; Potency, µM (series often up to 76.9 µM), inactives show at the top dose activity, negative = inhibition, most hits filed as inhibitors; actives 0.031% (n = 330,000); AID 504842, 2011; note: potency is the fitted concentration of half-maximal effect; % is set by controls: 0 for no effect and ±100 for the full control effect; nearly all actives have a fitted effect of over 80% in size
#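 ATPase read-out: TR-FRET ADP immunoassay (anti-ADP Eu cryptate vs ADP-d2), ex 320 nm, em 590/665 nm; signal drops as ADP forms. Enzyme 25 nM, ATP 10 uM, 30 min at 37°C after 10 min compound preincubation.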
# Starred values were filed as active, the others as inactive; ? = inconclusive; . = no result given; [ ] = dose if it differs, or a comment. Unless noted, calls come from the whole dose curve; as a rule, active = well fitted curve in the direction sought with a large enough effect; inconclusive = small, poorly fitted or top-dose-only effect, or another doubt; inactive = no such curve, though single readings can be large; an effect the other way counts as inactive or inconclusive. These rows are one share of the data, so the mix of outcomes need not match the whole.
# Order of results – CCT modulator	EPAC1 antagonist	EPAC2 antagonist	EPAC1 ag	PLK1 PBD inh	WRN helicase inh	PI5P4K alpha inh	Mm-Cpn inhibitor
> COc1ccc(CN2CCCC2C(=O)Nc2ccc(OC)c(OC)c2)cc1OC (stereo not given)
    -0.2	-11%	-4%	6%	-3%	-14%	.	-1%
> Cc1ccc(NS(=O)(=O)c2cc(C(=O)Nc3cccnc3)ccc2C)cc1
    -0.6	6%	-3%	-3%	3%	-14%	-2	-8%
> Cc1ccc2[nH]c(C)c(CCNC(=O)c3c(N)no[n+]3[O-])c2c1
    -0.5	-27%	4%	-7%	0%	-3%	1	-2%
> Nc1c(C(=O)CSc2nnnn2-c2ccc(O)cc2)c(=O)[nH]c(=O)n1C1CC1
    -0.1	3%	-2%	3%	-8%	-5%	-24	1%
> COc1ccc(CCNC(=O)c2cccc(S(=O)(=O)N3CCOCC3)c2)cc1OC
    -0.1	-1%	1%	15%	-6%	-1%	-1	1%
> CCOC(=O)CCC(=O)Nc1ccccc1C(N)=O
    0.4	10%	14%	-37%[inhibitor]	0%	-6%	2	0%
> COc1cccc(OC)c1OCCN1CCN(C(c2ccccc2)c2ccccc2)CC1
    -0.5	-28%	-15%	6%	-14%	-6%[57.1 µM]	5	0%
> Cc1ccc(CN2C(=O)c3ccccc3NC23CCN(Cc2ccccc2)CC3)cc1
    -1.4	6%	-11%	10%	-6%	0%	2	-9%
> N#CC(Cc1ccccc1OC(F)F)c1nc2ccccc2[nH]1 (stereo not given)
    -1.9	2%	0%	5%	-2%	-28%[57.1 µM]	3	1%
> COc1cc(CNC(C)(C)CO)cc(Br)c1OCc1ccc(Cl)cc1Cl
    -1.5	-7%	2%	0%	-8%	-19%	13	-4%
> O=S(=O)(CCNCc1ccco1)NC1CCCCC1
    -2.6	11%	20%	-8%	-1%	11%	4	.
> O=c1[nH][nH]c(-c2ccccc2)c1C=Nc1ccccc1
    4.0	0%	10%	-9%	-4%	-18%	-1	-2%
> COc1ccc(Cn2nnnc2CN(Cc2cc3cc(C)ccc3[nH]c2=O)C2CCCC2)cc1
    -0.3	-3%	-5%	0%	-5%	-3%	.	-3%
> CC(OC(=O)c1ccccn1)C(=O)Nc1ccc2c(c1)OCCO2 (stereo not given)
    0.8	3%	-7%	-6%	3%	4%	-1	5%
> Fc1cccc(Cl)c1CN1CCN(c2nc3ccccc3s2)CC1
    1.2	1%	-2%	22%	-7%	-3%	19	-1%
> O=C(O)C1CCCN1C(=O)OCC1c2ccccc2-c2ccccc21 (stereo not given)
    -1.3	-8%	-1%	-7%	0%	3%	0	1%
> O=C(c1ccc(NS(=O)(=O)c2cccc([N+](=O)[O-])c2)cc1)N1CCCCCC1
    0.2	0%	-2%	0%	-16%	-4%	2	-1%
> CN1CC=C2C(C#N)=C(N)C(C#N)(C#N)[C@H](c3cccs3)[C@H]2C1
    -1.0	-8%	-4%	21%	21µM*	?	-18	-4%
> O=C(COC(=O)c1ccccc1)Nc1ccc2[nH]c(=O)[nH]c2c1
    -0.3	-27%	14%	2%	-10%	-13%	-6	-2%
> O=C(NC1C2CCCC1CN(C1CC1)C2)c1ccc(Cl)cc1 (stereo not given)
    2.0	4%	-23%	-1%	6%	7%	1	1%
> Cc1cc(OCC(=O)OCC(=O)NC2CCCC2)ccc1Cl
    -0.6	-6%	15%	-10%	0%	4%	-5	-2%
> Cc1ccc(S(=O)(=O)N2CCOCC2)cc1C(=O)NC1CCCCC1
    -5.1	9%	0%	3%	-5%	-12%	.	0%
> Nc1nonc1-c1nc2ccccc2n1CC(=O)NC1CCCC1
    0.2	4%	5%	4%	-6%	-6%	-1	?
> O=C(NNC(=O)c1ccc(Cl)c(S(=O)(=O)Nc2ccc(Cl)cc2)c1)c1ccc(=O)[nH]c1
    -0.8	10%	4%	0%	-9%	-9%	-22	1%
> COCCC(=O)N1CCC(Oc2ccc(C(=O)N3CCC(N(C)C)C3)cc2)CC1 (stereo not given)
    -0.8	7%	2%	0%	-1%	1%[57.1 µM]	3	0%
> COC(=O)C1=C(C)N(C)C(C)=C(C(=O)OC)C1c1ccncc1
    -6.3	-23%	-5%	-8%	-8%	8%	1	1%
> Cc1ccc(C2=NS(=O)(=O)N(C)C(C(=O)N3CCCCC3)=C2)cc1
    -0.7	-13%	8%	5%	-4%	-2%	-11	-2%
> O=C(NCc1ccccc1Cl)C1CCC(=O)N(CCCN2CCCC2=O)C1 (stereo not given)
    2.2	4%	-5%	-20%	-5%	-4%	1	0%
> Cc1ccc(S(=O)(=O)N2CCN(C(=O)COc3ccc(C)nc3[N+](=O)[O-])CC2)c(C)c1
    -2.3	6%	1%	9%	-8%	14%	9	-6%
> O=C(NC(=S)NNC(=O)c1cnccn1)c1ccc(Cl)cc1
    0.5	-20%	12%	-4%	-11%	-4%	-20	1%
> CN(C)/N=C1\C(=O)N(CN2CCN(c3ccccc3)CC2)c2ccccc21
    -1.9	1%	-5%	-14%	-1%	14%	22	-6%
> CCOc1cc(NC(=O)c2ccccc2C(=O)O)c(OCC)cc1NC(=O)c1ccccc1F
    -2.8	-6%	-5%	0%	-8%	9%	-1	-3%
> COc1ccc(CCNC(=O)CCNS(=O)(=O)c2cc(Br)cnc2N)cc1OC
    -5.9	10%	2%	9%	-8%	-2%	15	2%
> Cc1ccc([C@@H]2C[C@H]3[C@@H](CN2S(=O)(=O)c2ccc(C)cc2)C(=O)C[C@@H](c2ccccc2F)N3S(=O)(=O)c2ccc(C)cc2)cc1
    1.1	-10%	-15%	6%	-3%	-5%	3	.
> CCCn1nnnc1NCc1ccc(Cl)cc1Cl
    -2.3	2%	-11%	10%	-14%	0%	-4	3%
> COc1cc(NC(=O)CN(C)S(=O)(=O)c2ccc3c(c2)CC(C)N3C(C)=O)cc(OC)c1 (stereo not given)
    -0.1	-26%	4%	10%	2%	-8%	-1	-1%
> COc1ccc(-c2sc3cc(OC)c(OC)cc3c2C#CC(C)(C)O)cc1
    -0.9	-23%	-17%	-5%	2%	-12%	8	-9%
> O=C(COC(=O)CCCc1c[nH]c2ccccc12)Nc1ccc2c(c1)OCO2
    -2.6	-6%	2%	5%	-1%	-13%	2	?
> Cc1c(O)c2c3c(cccc3c1O)C(=O)N(c1ccccc1)C2=O
    -0.3	6%	3%	?	-22%	-41%	?	-12%
> Cc1ccc2c(c1)C(=O)CC(O)(C(F)F)O2 (stereo not given)
    0.1	-12%	3%	-5%	4%	-2%	6	-2%
> COc1ccc(CNC(=O)c2cc3cccc(OC)c3oc2=N)cc1
    2.9	1%	12%	-1%	1%	-32%	0	1%
> O=C(Cn1nnc(-c2cccs2)n1)OC1CCCCC1
    -1.6	-2%	-7%	17%	-2%	-2%	.	2%
> CCC(C)Sc1ccc([C@@H]2[C@@H]3C(=O)N(C)C(=O)[C@@H]3[C@]3(C(=O)OC)CCCCN23)cc1 (stereo not given in full)
    0.6	-8%	8%	-15%	-2%	5%	6	0%
> Cc1cccc(NC(=O)C2C3C=CC(O3)C2C(=O)O)c1C (stereo not given)
    -0.5	1%	3%	-4%	4%	0%[57.1 µM]	1	1%
> COc1ccc(NC(=O)CSc2nnnn2C2CCCCC2)c(OC)c1
    -1.3	-21%	-3%	3%	-12%	1%[57.1 µM]	-8	-1%
> Cc1ccc(S(=O)(=O)c2cn(C)c3cc(N4CCOCC4)c(F)cc3c2=O)cc1
    1.2	?	10%	-12%	0%	5%	-13	-2%
> Cc1c(C(=O)NCCSc2ccc(Cl)cc2)cccc1[N+](=O)[O-]
    -1.6	-7%	-10%	12%	-9%	-32%[57.1 µM]	0	-2%
> COC(=O)COc1cccc(-n2cnnn2)c1
    -2.4	7%	4%	2%	1%	0%	.	0%
> Cc1nc2ccccc2c(=O)n1-c1cccc(NS(=O)(=O)c2ccccc2)c1
    -2.5	12%	-4%	0%	2%	-5%	-2	-2%
> CCN1C[C@@H]2[C@@H]3C(=O)N(C)C(=O)[C@@H]3[C@](Cc3ccccc3)(C1=O)N2C(=O)c1ccc(C)cc1
    0.3	11%	9%	-9%	-2%	8%	0	.

# Carrying on:
# Order of results – CCT modulator	EPAC1 antagonist	EPAC2 antagonist	EPAC1 ag	PLK1 PBD inh	WRN helicase inh	PI5P4K alpha inh	Mm-Cpn inhibitor
> COc1ccc(C(c2nnnn2Cc2cccs2)N2CCC(C(N)=O)CC2)c(OC)c1 (stereo not given)
    -1.4	-16%	-1%	0%	1%	2%	-1	3%
> Cc1ccccc1Cn1c(C)c(C(=O)NCCC#N)sc1=O
    0.4	-18%	-6%	-21%	2%	14%[57.1 µM]	0	.
> CS(=O)(=O)N(CC(=O)NCC1CCCO1)c1cccc([N+](=O)[O-])c1 (stereo not given)
    -4.1	2%	5%	-3%	-11%	-1%	1	-4%
> Cn1c(=O)c2[nH]c(CNCc3ccccc3Cl)nc2n(C)c1=O
    -1.4	1%	6%	-13%	-6%	-17%	-18	1%
> CC(C)N(C)S(=O)(=O)c1ccc(Cl)c(C(=O)O)c1
    -0.6	2%	8%	11%	2%	-4%	-3	0%
> O=C(O)COCC(=O)Nc1ccc(-n2cnnn2)cc1
    -3.7	7%	12%	-4%	-1%	0%	-1	-2%

# Some of these compounds in order of formula weight, high to low:
# Order of results – CCT modulator	EPAC1 antagonist	EPAC2 antagonist	EPAC1 ag	PLK1 PBD inh	WRN helicase inh	PI5P4K alpha inh	Mm-Cpn inhibitor
> COc1ccc(C(c2nnnn2Cc2cccs2)N2CCC(C(N)=O)CC2)c(OC)c1 (stereo not given)
    -1.4	-16%	-1%	0%	1%	2%	-1	3%
> CS(=O)(=O)N(CC(=O)NCC1CCCO1)c1cccc([N+](=O)[O-])c1 (stereo not given)
    -4.1	2%	5%	-3%	-11%	-1%	1	-4%
> CC(C)N(C)S(=O)(=O)c1ccc(Cl)c(C(=O)O)c1
    -0.6	2%	8%	11%	2%	-4%	-3	0%

# Bioassay records from PubChem.
